All columns: NCI-60 one-dose screen, growth in % after 48 h at 10 µM unless noted; 100 = growth as untreated, 0 = no growth, -100 = all killed.
CCRF-CEM: CCRF-CEM leukemia; 77,000 tested, 7% active; AID 1794778
SR: SR leukemia cells | 73,000 tested, 8.7% active | AID 1794780
RPMI-8226: RPMI-8226 leukemia cells | 77,000 tested, 7.5% active
HOP-92: HOP-92 NSCLC cells; 71,000 tested, 6.3% active; AID 1794738
MOLT-4: MOLT-4 leukemia cells. 80,000 tested, 6.9% active
EKVX: EKVX NSCLC; 71,000 tested, 3% active
A549/ATCC: A549/ATCC NSCLC | 81,000 tested, 3.7% active | AID 1794740
HOP-62: HOP-62 NSCLC. 80,000 tested, 3.9% active
* = called active by the depositor; · = no result given. How the source made its calls: active means growth percent below 10; inactive means the rest.

mol | CCRF-CEM | SR | RPMI-8226 | HOP-92 | MOLT-4 | EKVX | A549/ATCC | HOP-62
COc1ccc(C(=O)Cn2cc(CNC(=O)c3ccc4ccc5ccc(C(=O)NCc6cn(CC(=O)c7ccc(OC)c(OC)c7)nn6)nc5c4n3)nn2)cc1OC | 109.6 | 120.3 | 97.3 | 109.3 | 108.0 | 95.3 | 102.5 | 97.4
Nc1cc(=S)[nH]c(=O)[nH]1 | 104.4 | 104.3 | 110.3 | 106.9 | 109.7 | 103.9 | 100.3 | 97.9
CCN(CC)CCC(=O)Nc1cccc2c1C(=O)c1c(c(O)c3ccccc3c1O)C2=O | -3.1* | 6.4* | 33.2 | · | 2.6* | · | 33.7 | 47.9
CCOC(=O)CC1CSC(c2ccc(O)cc2)=N1 (stereo not given) | 93.4 | 50.7 | 106.3 | 118.1 | 82.4 | 102.7 | 97.4 | 104.4
CC(=O)Nc1cccc(C)c1 | 108.2 | 94.2 | 111.0 | 95.7 | 113.9 | 95.5 | 98.6 | 91.7
CC(c1ccccc1)N1C(=O)/C(=C/c2csc(C#N)n2)SC1=S (stereo not given) | 10.5 | 48.9 | 41.8 | 85.5 | 36.5 | 98.5 | 95.8 | 102.8
Cc1oc2ncnc(Nc3cccc(F)c3)c2c1C(=O)O | 110.1 | 103.7 | 107.1 | 89.3 | 102.1 | 101.3 | 100.9 | 98.4
C=C(C)[C@@H]1CC=C2c3sc(-c4ccc(O)c(O)c4)nc3C[C@@H](C)[C@]2(C)C1 | 26.1 | 38.5 | 50.0 | 59.9 | 54.2 | 98.3 | 83.3 | 88.6
O=[N+]([O-])c1cccc(/C=N/Nc2ncc(-c3cc4cc5c(cc4o3)OCO5)s2)c1 | 93.5 | · | 77.0 | 100.7 | 97.4 | 92.5 | 73.8 | 101.1
C(=C\c1nccc2c1[nH]c1ccccc12)/c1ccccc1 | · | 82.7 | · | 45.4 | 49.1 | 38.3 | 21.4 | 40.7
O=C(NNC(=S)Nc1cccnc1)c1cc2ccc1CCc1ccc(cc1)CC2 | 41.4 | 78.5 | 59.9 | 78.6 | 71.9 | 90.4 | 65.9 | 74.2
Cc1c(C(=O)Nc2ccc3ccccc3n2)cnn1-c1ccccc1Br | 53.4 | 39.1 | · | 76.6 | 50.4 | 66.2 | 70.9 | 69.7
CCOC1CCC=CO1 (stereo not given) | 101.9 | · | 96.9 | · | 105.7 | 92.4 | 99.6 | 92.2
Cc1ccc(OCC(=O)O)c(O)c1 (tested in a mixture with another compound) | 93.9 | 87.4 | · | 76.4 | 92.1 | 112.4 | 106.5 | 100.2
Oc1ccc(-c2nc3ccc4[nH]ncc4c3c3c2CCCC3)c2cccnc12 | 4.9* | · | -6.2* | -16.7* | 5.2* | -23.1* | -34.0* | 5.5*
Clc1ccc(C2CC(c3ccc(Nc4ccnc5cc(Cl)ccc45)cc3)=NN2c2ccccc2)cc1 (stereo not given) | 78.0 | 84.3 | 69.5 | 63.7 | 89.1 | · | 98.1 | 111.9
COc1ccc(C(=O)/C=C/c2c[n+](=O)c3ccc(F)cc3n2[O-])cc1 | 95.9 | · | 109.4 | 85.7 | 106.6 | 92.0 | 108.0 | 103.8
COC(=O)[C@@H]1CCCN1C(=O)CCCCOc1cc(O)c2c(=O)cc(-c3ccccc3)oc2c1 | 101.1 | 95.7 | 104.8 | 129.4 | 104.0 | 94.8 | 106.4 | 113.4
COc1ccc(C2=NN(C=O)C(c3ccc(Oc4ccnc5cc(Cl)ccc45)c(OC)c3)C2)cc1 (stereo not given) | 87.1 | 89.8 | 92.0 | · | 81.0 | 87.2 | 81.5 | 46.4
NCCNCC(O)c1ccccc1 (stereo not given) | 123.9 | 104.9 | 136.4 | 101.0 | 101.6 | 97.9 | 99.5 | 94.8
N#CC(=S)Nc1ccc(Cl)c(Cl)c1 | 28.4 | 9.4* | 19.7 | -15.6* | 15.8 | 10.9 | 15.6 | 24.3
Cc1nn(-c2ccc([N+](=O)[O-])cc2)c2ncnc(NCCc3ccccc3)c12 | 100.3 | 62.3 | 96.9 | 91.3 | 64.7 | 52.6 | 99.8 | 101.9
CSC(=O)Sc1nc2ccccc2s1 | 98.7 | 110.8 | 96.7 | 75.7 | 111.6 | 107.4 | 99.6 | 100.6
O=C1c2ccccc2C(=O)c2c(N=Nc3sc(=O)[nH]c3S)cccc21 | 94.8 | 85.0 | 90.2 | 92.9 | 101.4 | · | 98.1 | 99.3
BrC(c1ccccc1)(c1ccccc1)c1ccccc1 | 94.2 | 79.6 | 103.5 | 109.1 | 98.9 | 106.4 | · | 87.1
COc1cc(-c2nc3cc(Cl)c(Cl)cc3[nH]2)ccc1OCC(=O)N=Nc1c(O)[nH]c2ccccc12 | -44.8* | -27.7* | -45.2* | -67.2* | -50.7* | · | 4.2* | -60.2*
COc1ccc(N(C(C)=O)c2nc(OC(C)=O)cs2)c(OC)c1 | 103.4 | 105.5 | 99.0 | 91.3 | 98.2 | 95.8 | 99.5 | 94.7
Cc1ccc(C(=O)CSc2nnc3sc(Nc4ccc(F)cc4)nn23)cc1 | 100.5 | 98.2 | 104.2 | 89.6 | 103.7 | 107.0 | 92.1 | 102.5
COc1cc2c(=O)ccn(-c3ccc(NC(C)=O)cc3)c2cc1OC | 99.2 | 104.7 | 100.5 | 95.7 | 102.5 | 102.9 | 104.3 | 104.4
O=C(C1CCN(CCc2ccccc2)CC1)N1CCOCC1 | 95.9 | · | 103.0 | · | 95.8 | 109.3 | 103.1 | 108.9
CCN1C(=O)N(CC)C2C1NN=c1s/c(=C\c3ccc[nH]3)c(=O)n12 (stereo not given) | 4.1* | 16.3 | 15.5 | 54.2 | 20.4 | 47.4 | 7.4* | 25.9
COc1ccc(C(=O)/C=C/c2cc(-c3ccc4c(c3)OCO4)n[nH]2)c(F)c1 | 78.3 | 30.5 | 50.4 | 79.8 | 74.1 | · | 91.0 | 85.3
CCOC(=O)C(Nc1ccc(F)cc1)c1cc(C)c(N)c(C)c1 (stereo not given) | 94.0 | 85.7 | 105.9 | 100.1 | 80.8 | · | 90.9 | 111.2
CCCCOC(=N)N(CCCC)c1ccccc1 | 93.6 | 101.4 | 104.6 | 80.3 | 91.3 | 89.3 | 103.8 | 91.5
CC12SCC(C(=O)NCc3ccc(Cl)cc3Cl)N1C(=O)c1ccccc12 (stereo not given) | 84.6 | 88.0 | 86.3 | 106.2 | 83.2 | 112.5 | 77.4 | 103.2
Cc1ccc(Nn2c(SCC(=O)Nc3nc(-c4ccccc4)cs3)nc(C)c2C)cc1 | 57.7 | 72.6 | 55.8 | 59.9 | 54.7 | 49.7 | 46.3 | 73.1
N#Cc1ccc(NC(=O)c2cc(=O)[nH]c3ccccc23)cc1 | 105.4 | 114.7 | 89.9 | 89.6 | 98.2 | 103.0 | 102.0 | 92.9
CC(C)N1C(=O)C(C2SC(=S)N(C(C)C)C2=O)SC1=S (stereo not given) | 107.4 | 102.4 | 91.3 | 87.6 | 99.2 | 82.5 | 94.4 | 108.2
COc1cnc2c(c1)C(=O)c1c-2n(CCCNC2=NCCS2)c(=O)c2cc([N+](=O)[O-])ccc12 | -10.9* | -9.1* | -32.1* | 24.9 | -11.3* | 11.3 | -77.2* | -59.6*
O=c1[nH]c(N2CCOCC2)nc2scc(-c3ccccc3)c12 | 101.0 | 101.5 | 97.7 | 79.7 | 90.5 | 53.3 | 86.8 | 91.3
Clc1ccc2[nH]cc(-c3nn4cc(-c5ccncc5)nc4s3)c2c1 | 75.2 | 28.8 | 53.2 | 33.8 | 81.8 | 56.5 | 68.6 | 46.6
COc1ccc(-c2cc(C(=O)N3CCN(C(=O)c4ccccc4NCc4ccco4)CC3)nc3cc(-c4ccccc4)nn23)cc1OC | 89.6 | 93.2 | 72.5 | · | 80.5 | 85.3 | 81.2 | 97.3

17 entries out of the list, sorted by SMILES length, rising.
mol | CCRF-CEM | SR | RPMI-8226 | HOP-92 | MOLT-4 | EKVX | A549/ATCC | HOP-62
CCOC1CCC=CO1 (stereo not given) | 101.9 | · | 96.9 | · | 105.7 | 92.4 | 99.6 | 92.2
CC(=O)Nc1cccc(C)c1 | 108.2 | 94.2 | 111.0 | 95.7 | 113.9 | 95.5 | 98.6 | 91.7
CCCCOC(=N)N(CCCC)c1ccccc1 | 93.6 | 101.4 | 104.6 | 80.3 | 91.3 | 89.3 | 103.8 | 91.5
CCOC(=O)CC1CSC(c2ccc(O)cc2)=N1 (stereo not given) | 93.4 | 50.7 | 106.3 | 118.1 | 82.4 | 102.7 | 97.4 | 104.4
O=C(C1CCN(CCc2ccccc2)CC1)N1CCOCC1 | 95.9 | · | 103.0 | · | 95.8 | 109.3 | 103.1 | 108.9
Cc1oc2ncnc(Nc3cccc(F)c3)c2c1C(=O)O | 110.1 | 103.7 | 107.1 | 89.3 | 102.1 | 101.3 | 100.9 | 98.4
N#Cc1ccc(NC(=O)c2cc(=O)[nH]c3ccccc23)cc1 | 105.4 | 114.7 | 89.9 | 89.6 | 98.2 | 103.0 | 102.0 | 92.9
COc1cc2c(=O)ccn(-c3ccc(NC(C)=O)cc3)c2cc1OC | 99.2 | 104.7 | 100.5 | 95.7 | 102.5 | 102.9 | 104.3 | 104.4
Cc1ccc(C(=O)CSc2nnc3sc(Nc4ccc(F)cc4)nn23)cc1 | 100.5 | 98.2 | 104.2 | 89.6 | 103.7 | 107.0 | 92.1 | 102.5
CC12SCC(C(=O)NCc3ccc(Cl)cc3Cl)N1C(=O)c1ccccc12 (stereo not given) | 84.6 | 88.0 | 86.3 | 106.2 | 83.2 | 112.5 | 77.4 | 103.2
CCN1C(=O)N(CC)C2C1NN=c1s/c(=C\c3ccc[nH]3)c(=O)n12 (stereo not given) | 4.1* | 16.3 | 15.5 | 54.2 | 20.4 | 47.4 | 7.4* | 25.9
COc1ccc(C(=O)/C=C/c2c[n+](=O)c3ccc(F)cc3n2[O-])cc1 | 95.9 | · | 109.4 | 85.7 | 106.6 | 92.0 | 108.0 | 103.8
Cc1ccc(Nn2c(SCC(=O)Nc3nc(-c4ccccc4)cs3)nc(C)c2C)cc1 | 57.7 | 72.6 | 55.8 | 59.9 | 54.7 | 49.7 | 46.3 | 73.1
CCN(CC)CCC(=O)Nc1cccc2c1C(=O)c1c(c(O)c3ccccc3c1O)C2=O | -3.1* | 6.4* | 33.2 | · | 2.6* | · | 33.7 | 47.9
Clc1ccc(C2CC(c3ccc(Nc4ccnc5cc(Cl)ccc45)cc3)=NN2c2ccccc2)cc1 (stereo not given) | 78.0 | 84.3 | 69.5 | 63.7 | 89.1 | · | 98.1 | 111.9
COc1cc(-c2nc3cc(Cl)c(Cl)cc3[nH]2)ccc1OCC(=O)N=Nc1c(O)[nH]c2ccccc12 | -44.8* | -27.7* | -45.2* | -67.2* | -50.7* | · | 4.2* | -60.2*
COc1ccc(C(=O)Cn2cc(CNC(=O)c3ccc4ccc5ccc(C(=O)NCc6cn(CC(=O)c7ccc(OC)c(OC)c7)nn6)nc5c4n3)nn2)cc1OC | 109.6 | 120.3 | 97.3 | 109.3 | 108.0 | 95.3 | 102.5 | 97.4

Compound activity deposited in PubChem BioAssay by NCI.
